ARFGAP1 inhibitor: inhibitors of rat ARFGAP1 GAP activity, primary screen, biochemical, fluorescence polarization, GDP tracer. ADP-ribosylation factor GTPase-activating protein 1 (Rattus norvegicus), Q62848. Arfgap1-stimulated ARF1 GTP hydrolysis, GDP FP detection. inhibition, % at 16.5 µM. actives 0.26% (n = 360,000). AID 651572, 2012;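 active means inhibition above a per-plate limit, mean inhibition of low control wells plus 3 SD, cut at about 25% in these data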;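 further: 0% = DMSO wells with enzyme and 100% = wells lacking Arfgap1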
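system = rat Arfgap1 catalytic domain, aa 1-136 | technique = FP, GDP Alexa 633 tracer displaced from anti-GDP antibody, 620/688 nm | compound = one concentration, 16.5 µM, DMSO 1.26% | medium = HEPES-based buffer, pH 7.5 | timing = compound-enzyme preincubation 20 min, reaction 120 min, detection 60 min, 25 °C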
ASAP1 GAP inh: inhibitors of human ASAP1 ArfGAP activity, primary screen, biochemical, fluorescence polarization. ASAP1-stimulated ARF1 GTP hydrolysis, GDP FP detection. inhibition, % at 16.5 µM. AID 624377, 2012. Arf-GAP with SH3 domain, ANK repeat and PH domain-containing protein 1 (Homo sapiens), …. actives 0.19% (n = 360,000); in the data active means inhibition above about 25%;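 further: 0% = vehicle with enzyme and substrate and 100% = no enzyme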
rCAG RNA binder: binders of r(CAG) RNA repeats, primary screen, biochemical, fluorescence; r(CAG) RNA repeat, TO-PRO-1 dye displacement fluorescence; actives 1.3% (n = 370,000); AID 651821, 2012; inhibition, % at 3 µM;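 active means inhibition above the plate cutoff, the mean of all test compounds on that plate plus 3 SD, cut at about 35% in these data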;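 further: 0% = DMSO alone and 100% = 100 µM mitoxantrone as full dye displacement; higher means more dye released from RNA so lower well fluorescence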
PG9 binder: binders of HIV-1 gp120 antibody PG9, primary screen, biochemical, TR-FRET; TR-FRET gp120-PG9 antibody binding; actives 0.43% (n = 360,000); inhibition, % at 6.7 µM; in the data active means inhibition above about 8.5%
HTRA1 inhibitor: HTRA1 serine protease inhibitors, primary screen, biochemical, fluorescence polarization, HTS. Q92743. recombinant HTRA1, FP-rhodamine activity-based probe. inhibition, % at 5.96 µM. actives 0.5% (n = 340,000). AID 504803, 2011; in the data active means inhibition above about 36%;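 further: 0% = enzyme with DMSO and 100% = wells lacking enzyme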
Target sequence (Q92743 whole entry, looked up): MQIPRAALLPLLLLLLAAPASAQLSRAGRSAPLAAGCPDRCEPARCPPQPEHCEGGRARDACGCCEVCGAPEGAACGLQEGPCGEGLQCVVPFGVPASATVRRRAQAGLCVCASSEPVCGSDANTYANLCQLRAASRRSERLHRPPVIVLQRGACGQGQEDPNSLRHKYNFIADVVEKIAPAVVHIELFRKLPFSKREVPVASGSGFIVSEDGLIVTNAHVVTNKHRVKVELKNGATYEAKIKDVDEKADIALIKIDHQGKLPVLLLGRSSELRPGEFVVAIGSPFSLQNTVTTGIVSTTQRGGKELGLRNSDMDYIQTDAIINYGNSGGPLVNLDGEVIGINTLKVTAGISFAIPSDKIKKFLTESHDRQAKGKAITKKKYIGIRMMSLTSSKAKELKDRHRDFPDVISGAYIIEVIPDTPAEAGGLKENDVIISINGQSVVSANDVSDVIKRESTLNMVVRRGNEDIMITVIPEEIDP
SMARCA2 act: SMARCA2 (BRM) function activators, primary screen, cell-based, luminescence, high throughput; actives 1% (n = 370,000); activation, % at 9.1 µM; MG213 cells, MMTV-luciferase reporter, dexamethasone, overnight; in the data active means activation above about 7.8%;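 further: 0% = vehicle wells and 100% = reference activator wells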
NR1D1 modulator: modulators of Rev-erb alpha DNA binding, primary screen, biochemical, FITC-DNA, fluorescence polarization, uHTS. actives 0.79% (n = 370,000). Rev-erbα–FITC-DNA binding, 90 min. activity, % at 10 µM;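 active means activity above about 14%, limit read from the data; passing the limit was not always enough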;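 further: 0% = DMSO wells with 35 nM protein and 100% = DMSO wells with 750 nM protein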
Target sequence (P20393 whole entry, looked up): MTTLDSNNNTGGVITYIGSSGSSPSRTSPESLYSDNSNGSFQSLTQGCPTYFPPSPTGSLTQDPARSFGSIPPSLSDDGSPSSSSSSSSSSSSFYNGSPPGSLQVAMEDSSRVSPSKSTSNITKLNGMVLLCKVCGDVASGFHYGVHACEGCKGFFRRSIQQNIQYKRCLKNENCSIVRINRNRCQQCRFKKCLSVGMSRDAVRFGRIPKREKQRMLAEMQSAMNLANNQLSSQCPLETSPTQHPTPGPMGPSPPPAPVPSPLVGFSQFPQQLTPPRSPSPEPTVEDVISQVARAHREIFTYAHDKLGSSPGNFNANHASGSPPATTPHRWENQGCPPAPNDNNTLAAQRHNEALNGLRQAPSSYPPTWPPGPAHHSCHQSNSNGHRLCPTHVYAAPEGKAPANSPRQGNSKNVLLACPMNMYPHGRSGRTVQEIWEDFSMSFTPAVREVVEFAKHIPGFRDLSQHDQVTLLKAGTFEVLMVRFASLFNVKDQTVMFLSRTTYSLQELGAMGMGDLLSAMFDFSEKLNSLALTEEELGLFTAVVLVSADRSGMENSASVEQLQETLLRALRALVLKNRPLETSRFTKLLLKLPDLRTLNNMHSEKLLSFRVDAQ
NPR1 activator: GC-A stimulated cGMP production enhancers – HEK293 GC-A cells, cGMP TR-FRET, EC30 ANP, primary screen; Atrial natriuretic peptide receptor 1 (Homo sapiens), P16066; 0% at EC30 ANP, 100% saturating ANP; activation, % at 10 µM; actives 0.14% (n = 370,000); in the data active means activation above about 40%
ABHD4 inh: ABHD4 inhibitors, primary screen, biochemical, fluorescence polarization, mouse; (Lyso)-N-acylphosphatidylethanolamine lipase (Mus musculus), Q8VD66; purified mABHD4, FP-Rh probe fluorescence polarization; inhibition, % at 8.92 µM; actives 0.54% (n = 370,000);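 active means inhibition exceeding the mean over every tested compound plus 3 SD, cut at about 30% in these data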;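 further: 0% = plate median of compound wells and 100% = S159A mutant with DMSO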
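assay system = mABHD4 protein | compound dosing = single nominal dose of 8.92 µM, 0.89% DMSO final | read-out basis = percent inhibition of probe binding, normalized to plate controls | schedule = Enzyme–compound pre-incubation 45 min, then probe 60 min, both 25 °C | detection = fluorescence polarization, excitation 525 nm, emission 598 nm, BODIPY TMR filters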
GC-B act: human GC-B receptor activators, primary screen, HEK293 GC-B cells, cGMP TR-FRET, EC30 CNP; Atrial natriuretic peptide receptor 2 (Homo sapiens), P20594; 0% at EC30 CNP, 100% saturating CNP; activation, % at 10 µM; actives 0.11% (n = 370,000); AID 1920062, 2024;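 active means activation at 10 µM reaching about 35% in either raw or pattern-adjusted values, limit read from the data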
Starred values were filed as active, the others as inactive; . = no result given.

canonical_smiles	rCAG RNA binder	SMARCA2 act	ASAP1 GAP inh	HTRA1 inhibitor	GC-B act	NR1D1 modulator	PG9 binder	ABHD4 inh	ARFGAP1 inhibitor	NPR1 activator
COc1ccc(OC)c(C2C(C(=O)c3cccs3)=C(O)C(=O)N2c2cc(C)on2)c1 (centres undefined)	6	-1	13	-6	0	-8	1.9	7	4	-1
CC(O)(c1cccc(F)c1)c1nc(-c2cccc(C(=O)O)c2)cs1 (centres undefined)	6	-3	-1	.	3	1	-0.2	-13	4	2
COC(=O)C[C@H]1CC[C@@H](NC(=O)c2ccncc2)[C@@H](CO)O1	2	-6	2	.	7	6	0.6	4	-2	2
CCOC(=O)N1CCN(C(=O)COc2ccc(Cl)cc2)CC1	-2	1	-8	4	0	-4	1.6	-2	-1	1
CC(C)(CC(=O)O)CC(=O)Nc1ccc(Cl)c(Cl)c1	0	2	-1	2	2	8	-2.8	-3	13	-1
C[C@@H]1ON(C)[C@H]2C[C@H]3c4[nH]c5ccc(-c6ccc7c(c6)OCO7)cc5c4CCN3C(=O)[C@@H]12	11	-6	2	-3	-6	-3	-1.1	13	-1	2
CCNC(=S)N(Cc1cc2cccc(C)c2[nH]c1=O)C1CCCC1	-7	-1	-11	-7	3	8	-0.8	-1	-4	5
Cc1ccccc1N=C1NC(=O)/C(=C/c2cccnc2)S1	11	-3	-6	-4	1	3	-1.4	-16	6	-1
N#Cc1c(-c2c(Cl)cccc2Cl)noc1/C=C/Nc1ccc(C(=O)O)cc1	44*	3	2	-31	1	2	-3.3	-16	2	2
CCSc1nnc([C@@H]2CCCN2C(=O)OC(C)(C)C)o1	-6	1	0	2	-2	1	0.8	5	6	1
Cc1ccc2nc(N3CCOCC3)c3nncn3c2c1	3	-4	-3	3	-7	5	-2.3	3	16	-1
O=C(NNC(=O)c1ccc(Cl)cc1Cl)c1cccs1	-1	-1	-3	-1	1	0	-2.7	-9	-4	3
CC(C)c1ccc(CC(=O)N2CCC2(C)C(=O)NCCC#N)cc1 (centres undefined)	0	2	7	.	-2	5	0.3	3	-6	-2
O=C(O)c1ccccc1SCc1ccc2c(c1)OCO2	5	-4	-2	-2	-2	-3	-0.4	-6	11	-4
CCCn1c(SCC(=O)N2CCCC2=O)nc2ccccc2c1=O	-6	2	3	-4	-2	3	1.2	4	0	-3
COc1cc2nc(N3CCNCC3)nc(N)c2cc1OC	-2	6	6	3	10	-2	-3.8	1	2	5
CCCCCn1c(CN2CCN(c3cccc(Cl)c3)CC2)nc2c1c(=O)n(C)c(=O)n2C	-2	-2	-2	-4	-5	9	0.4	3	4	-4
Cc1c(N=Cc2cc(Br)cc(Br)c2O)cccc1C(=O)O	1	1	-2	6	0	8	-3.6	6	-8	-1
COC(=O)C1N[C@@H]([C@@H](NC(=O)COc2ccccc2)C(=O)NC2CC2)SC1(C)C (some centres undefined)	-6	-1	12	-2	3	-1	1.5	6	-4	2
CCOC(=O)c1cnc2c(C(F)(F)F)cccc2c1N1CCOCC1	-9	0	-3	-7	-7	0	-2.3	-2	-3	-3
CCOC(=O)CCc1c(C)c2ccc(OCC(=O)N3CCOCC3)c(C)c2oc1=O	-11	-2	4	6	-3	-1	0.3	-1	14	-1
CN(C)/C=C/C(=O)c1cc(N2CCOCC2)ccc1[N+](=O)[O-]	31	-3	4	-4	-1	-4	-1.9	1	9	0
CC(=O)NC(c1cccc(F)c1)c1nc(/C=C/c2ccccc2)cs1 (centres undefined)	-1	-7	2	.	-1	6	-4.7	-29	8	3
O=C(NCc1nnc2c(C(F)(F)F)cc(Cl)cn12)c1cccnc1	1	9.5*	9	2	0	-5	-0.8	-5	1	-2
O=C(NCCS(=O)(=O)N1CCCCC1)c1ccc2c(c1)OCO2	-1	-2	-4	4	3	-2	-0.9	-1	6	3
CCN(CC)CCOc1nnc(-c2ccc(OC)cc2)c2ccccc12	-8	-2	14	1	2	1	-2.0	-3	1	5
COC(=O)NC(Nc1sc2c(c1C(N)=O)CCCC2)(C(=O)OC)C(F)(F)F (centres undefined)	8	-3	18	13	5	-6	-0.2	3	1	2
N#CCSc1nnc(N)s1	-1	1	-2	6	2	1	0.4	7	-9	4
CC(=O)N(C)c1ccc(NC(=S)NC(=O)/C=C/c2ccco2)cc1	6	-2	-17	0	5	-2	-2.0	5	7	5
CCN1CCCC1CNC(=O)Cn1nc(C)n2c(cc3cc(F)ccc32)c1=O (centres undefined)	2	0	12	-7	-3	2	0.9	27	9	5

Entries above that have a thiophene ring, fused or not (three):
canonical_smiles	rCAG RNA binder	SMARCA2 act	ASAP1 GAP inh	HTRA1 inhibitor	GC-B act	NR1D1 modulator	PG9 binder	ABHD4 inh	ARFGAP1 inhibitor	NPR1 activator
COc1ccc(OC)c(C2C(C(=O)c3cccs3)=C(O)C(=O)N2c2cc(C)on2)c1 (centres undefined)	6	-1	13	-6	0	-8	1.9	7	4	-1
O=C(NNC(=O)c1ccc(Cl)cc1Cl)c1cccs1	-1	-1	-3	-1	1	0	-2.7	-9	-4	3
COC(=O)NC(Nc1sc2c(c1C(N)=O)CCCC2)(C(=O)OC)C(F)(F)F (centres undefined)	8	-3	18	13	5	-6	-0.2	3	1	2

The listing continues:
canonical_smiles	rCAG RNA binder	SMARCA2 act	ASAP1 GAP inh	HTRA1 inhibitor	GC-B act	NR1D1 modulator	PG9 binder	ABHD4 inh	ARFGAP1 inhibitor	NPR1 activator
CCOC(=O)c1cc(-c2ccccc2)n(CC(=O)N2CCCC2)c1C	-4	2	-5	-3	-2	3	-2.5	-3	4	-2
COc1ccc(/C=C(\NC(=O)c2ccco2)C(=O)N2CCOCC2)cc1	2	3	-4	4	3	1	-0.5	-3	18	2
Cc1ccc(Cc2nnc(SCC(=O)Nc3ccccc3)[nH]c2=O)cc1	18	-3	4	-8	-1	0	-2.4	-3	-3	1
Cc1ccc(NC(=O)c2cccc(NC(=O)CCC(=O)O)c2)cc1C	3	-4	2	7	1	-1	-2.3	0	-7	-1
O=C(NC1(C(=O)O)CCCC1)c1ccccc1	-2	-1	0	3	-1	4	-1.4	1	-2	6
CC(/C=C/c1ccco1)=N/NC(=O)OC(C)(C)C	1	3	-3	1	4	6	-0.8	2	6	7
Cn1c(=O)n(CCCO)c(=O)c2c1nc1n2CCCN1Cc1ccccc1	-5	0	3	-2	-4	3	-1.2	-9	12	5
C=CCNC(=O)c1nc2ccccc2s1	1	2	-1	-9	7	1	0.4	2	10	6
Cc1ccnc(NS(=O)(=O)c2ccc(NS(=O)(=O)c3ccccc3)cc2)n1	4	0	-10	8	6	-10	-1.3	-3	-5	-1
CCOc1cc(/C=N/NC(=O)COc2nc(C)cc(COC)c2C#N)ccc1O	-2	-2	9	9	-3	4	-1.6	2	6	-8
COc1cc(N(C)C)ccc1[C@]1(O)C(=O)N(C)c2ccc(Br)cc21	3	2	-7	.	-3	8	-0.9	7	5	-4
COc1cc(SC)ccc1C(=O)OCC(=O)NC1CCCCC1	-2	0	-2	2	4	-3	0.2	-14	0	-4
Cc1ccc(CNC(=O)c2cc(-c3ccccc3)nn2CC2CC(c3cccnc3)=NO2)cc1 (centres undefined)	-6	0	-5	-14	3	-4	0.9	-4	-5	-1
O=C(COC(=O)CNC(=O)c1ccccc1)NCc1ccc2c(c1)OCO2	0	-3	3	0	-3	3	2.0	6	2	0
CCOc1ccccc1NC(=O)NC1(C(=O)NCc2cccnc2)CCCCC1	1	0	-8	-5	2	7	1.9	-4	-2	-2
O=c1cc(O)c2c(=O)n(-c3ccccc3)c3c(c2o1)CCCCCC3	4	-3	0	4	-2	2	-1.2	5	7	0
CCOC(=O)N1CCN(C(=O)c2cccn3c(=O)c4cc(Cl)ccc4nc23)CC1	1	-3	8	-1	-6	6	-1.0	-6	-5	7
O=C(O)c1ccc2c(=O)n(-c3ccccc3F)c(=S)[nH]c2c1	1	-1	6	0	2	-1	-1.8	-5	4	-1
O=C(Nc1ccccc1)/C(=C\c1ccncc1)NC(=O)c1ccccc1	-2	0	6	0	-1	-2	-0.4	-6	-3	-1
Cc1cc(C(=O)Nc2c[nH]c(=O)[nH]c2=O)ccc1[N+](=O)[O-]	0	-4	-7	3	-6	0	1.0	4	-9	2
CCC1NC(=S)N(C2CCCCC2)C1=O (centres undefined)	0	-4	-1	3	2	-6	-0.7	-5	-7	4
COc1ccc(/C=C/C(=O)C(C)(C)C)cc1OC	6	6	4	-5	4	4	-2.3	-3	6	1
O=C(NCc1ccc(Cl)cc1)C(=O)NCC(c1cccnc1)N1CCN(c2ccc(F)cc2)CC1 (centres undefined)	-3	-5	16	7	2	-3	-3.4	2	0	-1
Cc1ccc(S(=O)(=O)N(C)Cc2cc3ccccc3[nH]c2=O)cc1	-1	1	0	-6	-6	-1	-2.1	1	8	-3
COc1ccc(-c2cc(C(=O)N3CCN(c4ccccc4OC)CC3)no2)cc1OC	-5	-5	4	-7	2	2	-2.3	2	4	5
CSCCC(NC(=O)OCc1ccccc1)C(=O)NCc1cccnc1 (centres undefined)	-1	-4	4	3	8	-1	-0.2	2	25*	10
CC1CCN(C(=O)CSc2nnc(-c3cc4ccccc4cc3O)n2Cc2ccco2)CC1	2	-2	10	-5	4	2	0.8	0	3	-1
Cc1ccc(S(=O)(=O)N[C@@H](Cc2ccccc2)C(=O)N2CCC[C@@H]2C(=O)O)cc1	1	-1	2	4	5	-3	-2.0	1	-7	0
NS(=O)(=O)c1ccc(NC(=O)CSc2ncnc3ccccc23)cc1	2	-2	-10	-5	-6	3	-2.4	0	-6	-4
O=C(O)/C=C\c1cccc(-n2nnnc2SCc2ccccc2F)c1	9	-1	2	-7	-3	-8	-2.0	7	-5	3
COc1cccc(NC(=O)C(NCCc2ccc(S(N)(=O)=O)cc2)c2ccccc2)c1 (centres undefined)	3	3	12	-15	-17	2	1.4	-8	-7	-24
Oc1ccc(/C=N/N=C/c2ccc(O)c(O)c2)cc1O	1	-1	-10	31	-8	-4	-5.7	26	-16	0
CC1(c2cnc(Nc3ccccc3)s2)CCC(=O)O1 (centres undefined)	-1	-3	22	-5	-3	-6	0.9	-10	5	14
Cc1ccc(S(=O)(=O)N(C)c2ccc(N)cc2)cc1	1	-3	-4	0	7	-3	-1.5	-12	-8	0
